GDH-TPI inh = GDH-TPI coupling enzyme inhibitors, primary screen, artefact control for M. tuberculosis FBA inhibitor project, biochemical, absorbance, full deck; GDH-TPI coupled enzyme counterscreen, NADH absorbance; inhibition, % at 4.8 µM; 360,000 tested, 1.2% active; AID 588335, 2011; in the data active = inhibition above about 30%;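 note: 0% = DMSO wells and 100% = wells lacking the enzyme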
Anthrax LF prot = Bacillus anthracis LF protease inhibitors, primary screen, biochemical, multiplex microsphere, MLPCN library; multiplex microsphere protease cleavage assay; inhibition, % at 10 µM; 360,000 tested, 0.12% active; note: plate controls were buffer without enzyme for full effect and enzyme alone for no effect
Mtb FBA inh = Mtb FBA enzyme inhibitors, primary screen, biochemical, fluorescence, strain H37Rv; purified M. tuberculosis FBA, fluorescence read-out; Fructose-bisphosphate aldolase (Mycobacterium tuberculosis (strain ATCC 25618 / H37Rv)), …; inhibition, % at 1 µM; 360,000 tested, 2.3% active; in the data active = inhibition above about 27%;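 note: 0% = vehicle and 100% = reference inhibitor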
Target sequence (P9WQA3 whole entry, looked up): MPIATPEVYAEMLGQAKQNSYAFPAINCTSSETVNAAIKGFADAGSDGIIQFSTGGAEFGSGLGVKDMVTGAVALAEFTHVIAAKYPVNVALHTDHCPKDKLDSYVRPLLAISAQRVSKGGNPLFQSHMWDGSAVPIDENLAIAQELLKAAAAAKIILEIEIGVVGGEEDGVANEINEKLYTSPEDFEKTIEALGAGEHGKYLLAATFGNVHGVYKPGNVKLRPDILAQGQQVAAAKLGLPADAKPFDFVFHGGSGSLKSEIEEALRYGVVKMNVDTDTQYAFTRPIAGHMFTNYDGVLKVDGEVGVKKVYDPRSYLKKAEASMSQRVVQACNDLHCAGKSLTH
FadD28 FP inh = inhibitors of FadD28 bisubstrate probe binding, primary screen, biochemical, fluorescence polarization, single point | Mycobacterium tuberculosis FadD28 fatty-acid-AMP ligase | inhibition, % at 12.5 µM | 360,000 tested, 0.22% active | AID 588549, 2011; in the data active = inhibition above about 8.5%, passing the limit was not always enough; inconclusive = no clear call, values can overlap the other calls
BoNT A protease = BoNT/A light chain protease inhibitors, primary screen, biochemical, flow cytometry, MLPCN library; multiplex microsphere protease substrate cleavage; 360,000 tested, 0.17% active; inhibition, % at 10 µM; Botulinum neurotoxin type A light chain protease (Clostridium botulinum A str. ATCC 3502); AID 588499, 2011; note: plate controls were buffer without enzyme for full effect and enzyme alone for no effect
PfHsp40 rescue = rescue of yeast from PfHsp40 toxicity, primary screen, S. cerevisiae, ATP luminescence; growth rescue, % at 12.5 µM; AID 504582, 2011; S. cerevisiae expressing PfHsp40, growth rescue; 340,000 tested, 0.68% active; in the data active = growth rescue above about 28%, passing the limit was not always enough; inconclusive = no clear call, values can overlap the other calls;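 note: yeast W303a lacking pdr1 and pdr3 grown in galactose medium; growth measured after three days at 30 °C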
BioA inh = M. tuberculosis BioA enzyme inhibitors, primary screen, biochemical, plate reader, single point, HTS; purified M. tuberculosis BioA enzyme; inhibition, % at 9.99 µM; 360,000 tested, 0.096% active; AID 602481, 2012; in the data active = inhibition above about 40%; inconclusive = no clear call, values can overlap the other calls
BoNT-F LC inh = BoNT/F light chain protease inhibitors, primary screen, biochemical, flow cytometry, MLPCN library | Botulinum neurotoxin type F light chain protease (Clostridium botulinum) | Multiplex microsphere protease cleavage assay | inhibition, % at 10 µM | 360,000 tested, 0.22% active; in the data active = inhibition above about 35%, passing the limit was not always enough; inconclusive = no clear call, values can overlap the other calls; note: plate controls were buffer without enzyme for full effect and enzyme alone for no effect
UGM FP inh = M. tuberculosis UGM enzyme inhibitors, primary screen, biochemical, fluorescence polarization, single point. purified UGM, fluorescence polarization probe displacement. 320,000 tested, 0.06% active. inhibition, % at 10 µM. UDP-galactopyranose mutase (Mycobacterium tuberculosis (strain ATCC 25618 / H37Rv)), …; in the data active = inhibition above about 10%, passing the limit was not always enough; inconclusive = no clear call, values can overlap the other calls
Target sequence (P9WIQ1 whole entry, looked up): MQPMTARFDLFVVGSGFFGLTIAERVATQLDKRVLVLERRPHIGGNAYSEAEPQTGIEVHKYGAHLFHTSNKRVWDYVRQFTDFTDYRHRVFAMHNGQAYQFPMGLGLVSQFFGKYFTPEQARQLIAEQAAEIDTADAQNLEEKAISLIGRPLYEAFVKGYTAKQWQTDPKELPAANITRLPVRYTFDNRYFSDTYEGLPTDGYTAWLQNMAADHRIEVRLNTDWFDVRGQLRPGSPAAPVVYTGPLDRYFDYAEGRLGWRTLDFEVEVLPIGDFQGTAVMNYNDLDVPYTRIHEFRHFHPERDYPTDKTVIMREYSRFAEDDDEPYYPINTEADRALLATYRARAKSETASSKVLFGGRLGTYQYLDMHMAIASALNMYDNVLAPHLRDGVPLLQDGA
Active calls of the source: *; ? = inconclusive; · = not tested or not shown; & = joins results of further samples. Cut-off read from the data, not from the text of the source, unless noted: active = inhibition above about 30%; inconclusive = no clear call, values can overlap the other calls; inactive = below that.

Compound,GDH-TPI inh,Anthrax LF prot,Mtb FBA inh,FadD28 FP inh,BoNT A protease,PfHsp40 rescue,BioA inh,BoNT-F LC inh,UGM FP inh
CCOC(=O)c1ccc(Oc2nc(NC)nc(SC)n2)cc1,11,-1,3,-2.5,-1.4,-1.1,·,-11,-0.7
O=C(COC(=O)/C=C/c1ccc(S(=O)(=O)N2CCOCC2)cc1)NCc1ccc(Cl)cc1,0,2,0,0.3,-0.4,-1.0,-0.4,5,-2.5
O=C1CC(NS(=O)(=O)c2cccnc2)CN1c1ccc(Cl)cc1 (configuration not stated),1,2,-4,-2.8,0.1,-1.2,-3.5,2,-4.2
S=C(Nc1cccc(Cl)c1Cl)N1CCC2(CC1)OCCO2,-3,-1,2,-1.0,-0.5,-1.0,·,-8,1.8
C[C@@H](NC(=O)c1[nH]cnc1C(=O)Nc1cccc(Cl)c1)c1ccccc1,6,-6,-1,-6.8,0.1,3.6,-1.3,-2,-2.2
O=C(CN1CCSC1=O)N1CCN(S(=O)(=O)c2ccc(F)cc2)CC1,7,4,3,1.2,1.8,0.5,·,-3,·
COc1ccc(S(=O)(=O)N(CC(=O)NCc2cccnc2)Cc2ccccc2)cc1,-1,-7,-2,-2.7,0.2,-0.6,·,1,3.3
CCN(CC)CCNC(=O)c1cn(CC)c2ccc(S(=O)(=O)N(C)C)cc2c1=O,23,4,1,-0.9,-0.3,-1.3,2.7,1,1.7
CCCC(=O)Nc1c(-c2ccccc2Cl)c(=O)c2ccccc2n1C,0,-3,0,0.7,-0.9,-1.7,-0.7,7,2.9
CC1(C)C(=O)Nc2ccccc2N1C(=O)COC(=O)c1cc(Cl)cc(Cl)c1,8,-1,-2,-1.7,-0.2,2.3,-1.7,-1,0.9
O=C(c1noc2c1CCCCC2)N1CCN(C(c2ccccc2)c2ccccc2)CC1,-3,8,-2,-2.8,-1.2,-0.6,·,-3,·
CCOC(=O)c1c(N)sc2c1CCSC2,13,0,10,0.4,2.8,-1.5,-1.0,-58,3.7
Cc1ccc(C(=O)C(OC(=O)CN2C(=O)c3ccccc3C2=O)c2ccccc2)cc1C (configuration not stated),1,-1,3,-0.4,0.8,1.6,·,1,-0.9
Cc1ccc(S(=O)(=O)N(CC(=O)Nc2cccc([N+](=O)[O-])c2)C2CCCCC2)cc1,0,3,4,-3.0,0.8,6.7,2.5,?,0.1
CC(=O)Nc1ccc(S(=O)(=O)NCCc2ccc(F)cc2)cc1,5,-4,-1,-5.3,0.3,0.3,-0.3,-4,-3.3
CC(C)c1onc(C(=O)Nc2ccc3c(c2)OCO3)c1[N+](=O)[O-],4,-1,-1,-3.2,0.5,1.7,16,-1,1.7
COc1ccc(NC(=O)CCN2CCCCCC2)c(OC)c1,11,-10,1,-0.4,1.5,-0.6,·,-15,-1.4
CN(CC(=O)Nc1ccc(F)cc1)c1ccc(S(=O)(=O)N2CCCC2)cn1,13,-2,-1,1.5,0.9,0.1,-1.1,6,1.7
Oc1ccc(-c2cn3cc(C(F)(F)F)ccc3n2)cc1,14,2,26,-0.6,1.0,4.6,·,10,2.6
CC(C)[N+]1=C2C=CC=CC=C2SC12C([N+](=O)[O-])=CC(=[N+]([O-])[O-])C=C2[N+](=O)[O-] (configuration not stated),14,-12,0,-1.9,41*,0.2,0.8,?,-0.2

Compound,GDH-TPI inh,Anthrax LF prot,Mtb FBA inh,FadD28 FP inh,BoNT A protease,PfHsp40 rescue,BioA inh,BoNT-F LC inh,UGM FP inh
N#CCC(=O)NNC(=S)Nc1ccccc1C(F)(F)F,-5,-2,2,-0.1,-0.8,18,·,-10,-2.9
O=C(CCn1c(=O)sc2ccccc21)NC1=NCCS1,5,0,-3,-1.0,-1.2,1.4,-1.0,-12,2.5
COc1ccc(Cn2c(N)c(C#N)c3nc4ccccc4nc32)cc1,8,-1,179*,-6.4,6.8,-0.7,-3.4,-2,1.5
O=C(Nc1ccc2ccccc2c1)c1cn(-c2ccccc2)nc1-c1cccs1,7,-3,4,-2.1,-0.3,-1.3,-3.8,-7,-0.5
O=C(C1=C[C@@H](C2CCCCC2)C[C@@H](OCc2ccc(CO)cc2)O1)N1CCOCC1,10,1,4,-2.1,0.2,0.0,14&-2.5,1,-1.5
CC1(C)NC(=O)N(CC(O)CN(c2cccc([N+](=O)[O-])c2)S(=O)(=O)c2ccccc2)C1=O (configuration not stated),-2,-7,-1,0.0,-1.2,-0.2,-0.9,-20,-0.9
Cc1nn2c(N3CCN(C)CC3)c3c(nc2c1-c1ccccc1)CCCC3,2,·,1,-0.7,·,·,0.7,·,0.2
O=C(NCc1nc2ccccc2[nH]1)c1ccc(Cl)c(S(=O)(=O)N2CCCC2)c1,-1,1,1,-0.6,-0.3,1.4,5.7,-5,-2.2
CCSc1nc(C)c(CC)c(C)c1C(N)=O,-7,2,3,-3.7,0.7,0.1,-0.3,12,-0.7
Cc1nn(C)cc1S(=O)(=O)N1CCN(Cc2ccc(F)cc2Cl)CC1,2,-6,1,0.2,-1.5,-1.0,·,-10,-0.1
COc1cc(/C=C2\CC/C(=C\c3cc(OC)c(O)c(OC)c3)C2=O)cc(OC)c1O,15,0,-9,?,9.7,-1.0,·,-28,17*
CC1CCC(NC(=O)CN2CCC(n3nnc4cc(F)ccc43)CC2)CC1 (configuration not stated),9,3,0,-3.0,0.7,0.6,0.4,-1,-1.4
CCCCc1nc2ccccc2c(=O)n1NC(=O)c1c(O)c2c(n(CC(C)C)c1=O)CCCC2,10,4,0,-0.8,-2.7,-0.4,·,-1,·
Cc1cccc(C)c1NC(=O)c1ccc(-n2cnnn2)cc1,-1,-6,-2,-0.7,-0.9,-1.0,-0.7,-1,-2.7
CC1(C)C(c2cccs2)=[N+]([O-])C2(CCCCC2=O)N1O (configuration not stated),4,-4,1,-0.7,-0.4,-0.4,·,6,0.7
Cc1ccc(CNC(=O)CCCc2c[nH]c3ccccc23)cc1,0,0,-3,-0.3,0.7,2.1,0.9,8,-0.4
CC1CCCN(C(=O)COC(=O)c2ccc3[nH]c4c(c3c2)CCCC4)C1 (configuration not stated),2,·,0,-2.5,·,1.7,-0.4,·,-2.5
COc1ccc(C#Cc2cnc3c(c2)C(=O)N([C@@H](C)CO)C[C@@H](C)[C@@H](CN(C)CC2CCOCC2)O3)cc1,9,-6,3,-0.8,0.6,·,-2.3&-1.0,-3,·
CCCOC1CCCN(C(=O)CCc2nnc(Cc3cccc(C)c3)o2)C1 (configuration not stated),-8,1,-2,-1.9,-0.3,-0.6,·,-3,1.7
Cn1c(-c2c(N)n(C3CCCC3)c3nc4ccccc4nc23)nc2ccccc21,14,-10,9,-2.2,2.0,490*,-1.7,-12,2.6

Compound,GDH-TPI inh,Anthrax LF prot,Mtb FBA inh,FadD28 FP inh,BoNT A protease,PfHsp40 rescue,BioA inh,BoNT-F LC inh,UGM FP inh
COc1cc(NC(=O)c2cccs2)c(C(=O)OCC(=O)NC(=O)NC(C)(C)C)cc1OC,5,-1,-2,-1.3,0.2,0.8,-1.6,-1,3.3
Cc1[nH][nH]c(=O)c1C(c1c(C)[nH][nH]c1=O)c1cn(C)c2ccccc12,5,-13,-21,-2.2,-0.2,-0.8,·,4,·
O/N=C1\CCCc2ccc3ccccc3c21,6,1,3,-1.3,-2.8,0.5,0.6,-9,4.7
CN1CCN(C(=O)c2cccn(Cc3c(Cl)cccc3Cl)c2=O)CC1,2,6,3,-3.6,-12,-0.6,0.1,-25,-0.2
CCOC(=O)c1ccc(NC(=O)c2nc[nH]c2C(=O)N[C@@H](CC(C)C)C(=O)OCc2ccccc2)cc1,-6,-4,-4,-2.3,0.2,-1.0,0.0,-6,-1.1
Cc1no[n+]([O-])c1COc1ccccc1/C=N/n1nnnc1N,16,1,0,-3.1,-0.2,-1.5,·,-7,-0.9
CCn1c(C(=O)O)c(CC(=O)Nc2ccccc2F)c2ccccc21,1,-1,1,-0.5,-0.3,0.6,·,-1,1.7
C[C@]12C(=O)N(c3ccccc3)C(=O)N1[C@@H]1c3ccccc3OC[C@@H]1[C@H]2c1ccccc1,12,-6,3,-5.6,-0.3,0.4,0.2,2,-1.9
OCCNc1ncnc2c1ncn2[C@H]1CN(Cc2ccco2)C[C@@H](CO)O1,7,-10,-1,-2.7,0.1,·,0.3,1,·
Nc1nonc1-n1nnc(C(=O)N/N=C/c2ccncc2)c1-c1ccccc1,7,-2,2,-0.4,2.4,0.2,-7.1,1,-1.4
O=C(NCCN1CCN(c2ccccc2)CC1)C1CCN(S(=O)(=O)c2cccs2)CC1,10,-1,0,-0.9,0.8,-0.4,-0.2,-2,·
O=C(NC(C(=O)c1ccccc1)c1ccccc1)c1ccccc1 (configuration not stated),4,-6,-3,-2.8,0.2,1.6,-0.5,-2,·
Cc1ccc(C(C(=O)NCc2ccc(F)cc2)N(CCCO)C(=O)C2COc3ccccc3O2)o1 (configuration not stated),-4,1,-2,-5.3,0.6,-1.0,2.5,-4,-0.5
COC(=O)c1c(NC(=O)c2ccccc2C(=O)O)sc2c1CCC2,23,5,0,-0.5,-2.1,-1.6,0.6,-13,0.5
Cc1ccc(C(=O)CC(C(=O)O)n2cnc([N+](=O)[O-])n2)cc1 (configuration not stated),11,-6,0,-4.0,-0.5,1.2,·,-5,5.6
Fc1ccccc1-c1nc(-c2cnccc2C(F)(F)F)no1,-2,5,-4,-0.6,0.5,1.3,-0.8,-5,1.1
O=C(CCc1ccc(S(=O)(=O)NCc2ccccc2)cc1)NCc1ccco1,-6,4,-1,-3.7,1.3,-0.2,-0.9,11,0.1
CCCCn1c(N)c(N(CCC(C)C)C(=O)c2ccc3c(c2)OCCO3)c(=O)[nH]c1=O,3,9,-3,-2.9,-0.5,-0.1,·,2,0.6
CCNc1nc(NCC)n2c(SCC(=O)Nc3cccc(F)c3)nnc2n1,-3,-3,-2,-1.3,-1.3,-0.6,1.9,0,-1.2
COc1ccc(C2C(C(C)=O)=C(C)Nc3ncnn32)cc1[N+](=O)[O-] (configuration not stated),15,-8,1,-0.1,-0.8,-0.5,0.2,-13,2.0

Compound,GDH-TPI inh,Anthrax LF prot,Mtb FBA inh,FadD28 FP inh,BoNT A protease,PfHsp40 rescue,BioA inh,BoNT-F LC inh,UGM FP inh
Cc1cccc(C)c1NC(=O)CNC(=O)CN1C(=O)NC2(CCc3ccccc32)C1=O (configuration not stated),2,-5,0,-0.3,0.3,2.5,5.8,-1,-3.5
O=C(NC(=S)/C(=C1\CCCCCN1)[N+](=O)[O-])c1ccccc1,21,·,-1,-2.9,·,1.2,-1.2,·,1.4
CCN(CC(=O)Nc1c(F)cccc1F)C(=O)C1CC(=O)N(CCc2ccc(OC)c(OC)c2)C1 (configuration not stated),-2,9,0,-2.1,2.3,-1.8,-0.1,10,-0.7
Cc1cccc(Cn2nc(C)c(NC(=O)c3ccc(F)cc3)c2C)c1,4,2,0,-0.2,-1.0,-0.8,·,-2,1.6
COc1ccc(-c2ccc3c(c2)CN(CC(C)C)Cc2cnnn2-3)cc1,·,-7,8,-4.0,0.6,·,5.1,-10,·

Single records, from the list above:
Cc1cccc(C)c1NC(=O)CNC(=O)CN1C(=O)NC2(CCc3ccccc32)C1=O (configuration not stated) as listed: GDH-TPI inh: 2; Anthrax LF prot: -5; Mtb FBA inh: 0; FadD28 FP inh: -0.3; BoNT A protease: 0.3; PfHsp40 rescue: 2.5; BioA inh: 5.8; BoNT-F LC inh: -1; UGM FP inh: -3.5
CCN(CC(=O)Nc1c(F)cccc1F)C(=O)C1CC(=O)N(CCc2ccc(OC)c(OC)c2)C1 (configuration not stated) as listed: GDH-TPI inh: -2; Anthrax LF prot: 9; Mtb FBA inh: 0; FadD28 FP inh: -2.1; BoNT A protease: 2.3; PfHsp40 rescue: -1.8; BioA inh: -0.1; BoNT-F LC inh: 10; UGM FP inh: -0.7

Assay outcomes deposited in PubChem by several laboratories.
